# Screening results (PubChem BioAssay)
# IMPase inh = cell-permeable inhibitors of inositol monophosphatase (IMPase); 120,000 tested, under 10 active; inhibition (IP1 accumulation), % at 46.1 µM; P97697; CHO-M1 cells, IP1 accumulation, HTRF TR-FRET ratio; AID 901; active = well fitted curve in the direction sought with a large enough effect in the signal ratio, not every such curve was filed as active; inconclusive = small, poorly fitted or top-dose-only effect, or a change in a side signal; inactive = no such curve, though single readings can be large or run the other way; the % refers to the signal ratio;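 note: cells stimulated with carbachol in lithium chloride buffer; plate controls were DMSO basal wells for no effect and reference inhibitor wells for full effect; higher means more IMPase inhibition seen as more IP1 and lower FRET ratio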
# Target sequence (P97697 whole entry, looked up): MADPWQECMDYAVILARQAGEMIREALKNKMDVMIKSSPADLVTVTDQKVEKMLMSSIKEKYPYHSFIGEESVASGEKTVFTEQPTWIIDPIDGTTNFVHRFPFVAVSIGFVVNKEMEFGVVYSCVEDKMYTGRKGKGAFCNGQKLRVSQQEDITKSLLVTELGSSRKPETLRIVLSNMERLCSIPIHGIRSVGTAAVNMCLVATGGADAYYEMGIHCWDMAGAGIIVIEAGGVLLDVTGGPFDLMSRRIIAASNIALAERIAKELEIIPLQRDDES
#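 In this qHTS, compounds (final up to 46 uM) act on CHO-M1 cells that are then activated through the M1 receptor with carbachol, in pH 7.4 buffer containing 50 mM LiCl, for 30 min. IP1 accumulation is quantified by the IP-One immunoassay.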
# PNC inhibitor = blocks assembly of the perinucleolar compartment. PC3M PTB-GFP, PNC prevalence imaging, 16 h; stronger effect = lower value. activity change (PNC), negative = inhibition, % at 10 µM. 140,000 tested, 3.1% active. AID 2417;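 active = readout at or below -70, meaning at least 70% loss of cells showing the perinucleolar compartment, a nuclear body marking cancer cells; inconclusive = readout between -30 and a set limit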;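 note: plate controls were DMSO wells for no effect and camptothecin positive control wells for full effect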
#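 PC3M cells stably expressing PTB-GFP, 750–1000 cells/well, treated 16 h at 37 °C with compound (23 nl of library stock), in duplicate. After paraformaldehyde fixation and Hoechst stain, imaged at 20x; PNC prevalence scored by image analysis.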
# 15-hLO-2 inh = 15-hLO-2 (ALOX15B) enzyme inhibition; AID 881; 110,000 tested, 0.56% active; Potency, µM (doses to about 57.1 µM), for the others: top-dose activity change, negative = inhibition, hits mostly inhibitors; purified 15hLO-2, xylenol orange hydroperoxide absorbance; O15296; note: potency is the fitted concentration of half-maximal effect; nearly all actives have a fitted effect of over 60% in size; many of its hits are not listed in these tables
# Target sequence (O15296 whole entry, looked up): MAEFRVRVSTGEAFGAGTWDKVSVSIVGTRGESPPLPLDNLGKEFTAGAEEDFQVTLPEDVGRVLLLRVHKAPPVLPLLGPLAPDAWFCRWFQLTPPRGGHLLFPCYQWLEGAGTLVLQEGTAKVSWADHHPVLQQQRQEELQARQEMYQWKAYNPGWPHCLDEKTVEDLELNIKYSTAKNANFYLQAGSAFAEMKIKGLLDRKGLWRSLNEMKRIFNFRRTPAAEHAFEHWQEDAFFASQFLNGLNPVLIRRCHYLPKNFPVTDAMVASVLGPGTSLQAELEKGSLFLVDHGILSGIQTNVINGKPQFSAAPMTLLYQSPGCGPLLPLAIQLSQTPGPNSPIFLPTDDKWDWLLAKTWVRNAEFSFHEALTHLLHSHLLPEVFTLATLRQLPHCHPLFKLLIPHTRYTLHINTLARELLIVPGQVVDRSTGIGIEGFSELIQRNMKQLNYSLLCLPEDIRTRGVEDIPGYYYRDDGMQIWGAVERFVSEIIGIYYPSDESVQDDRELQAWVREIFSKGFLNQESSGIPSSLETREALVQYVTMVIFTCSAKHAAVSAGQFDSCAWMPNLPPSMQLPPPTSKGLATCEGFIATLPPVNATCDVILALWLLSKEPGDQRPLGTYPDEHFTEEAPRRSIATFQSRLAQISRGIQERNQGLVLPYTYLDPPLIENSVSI
#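 Enzyme 50 nM, AA 45 uM, 25 mM Hepes pH 7.5 + 0.01% Triton X-100; cpd preinc 15 min RT, rxn 90 min RT; stop/detect with 200 uM XO + 300 uM Fe(II) in 50 mM H2SO4, 30 min; A573/A405.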
# ALOX12 inhib = blocks human 12-lipoxygenase activity; Potency, µM (doses to about 57.1 µM), for the others: at the top dose activity change, negative = inhibition, hits mostly inhibitors; 150,000 tested, 0.12% active; AID 1452; purified 12-hLO, xylenol orange hydroperoxide absorbance; note: potency is the fitted concentration of half-maximal effect; nearly all actives have a fitted effect of over 55% in size; many of its hits are not listed in these tables
#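 Purified human 12hLO (150 nM final) was preincubated with compounds for 15 min at room temperature in 25 mM Hepes pH 7.0, 0.01% Triton X-100, then reacted with 40 uM arachidonic acid for 30 min. Hydroperoxide was detected with ferrous iron/xylenol orange.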
# The depositor's hits bear a star; ? = inconclusive; / = no result given; & = joins results of further samples; [ ] = another dose, or the depositor's remark. Unless noted, calls come from the whole dose curve; as a rule, active = well fitted curve in the direction sought with a large enough effect; inconclusive = small, poorly fitted or top-dose-only effect, or another doubt; inactive = no such curve, though single readings can be large; an effect the other way counts as inactive or inconclusive. Unless noted, % is set by controls: 0 for no effect and ±100 for the full control effect. An excerpt; the hit share may differ from the screen's.
entry	mol	IMPase inh	PNC inhibitor
1	CC(C)Nc1ccc(Nc2ccccc2)cc1	/	/
2	CC(C)c1ccc(C(c2c(O)c3ccccc3oc2=O)c2c(O)c3ccccc3oc2=O)cc1	/	/
3	O=c1c2ccccc2nc(-c2ccccc2)n1-c1ccncc1	-3	-23
4	O=C(OCC1O[C@@H](OC(=O)c2cc(O)c(O)c(O)c2)[C@@H](OC(=O)c2cc(O)c(O)c(O)c2)[C@@H](OC(=O)c2cc(O)c(O)c(O)c2)[C@@H]1OC(=O)c1cc(O)c(O)c(O)c1)c1cc(O)c(O)c(O)c1 (stereo partly drawn)	/	-13
5	CC(C)c1ccc(C(O)(C(=O)O)c2ccc(C(C)C)cc2)cc1	/	/
6	CC(C)CCP(=O)(O)c1ccccc1	-3	12
7	C#CCN(C)[C@@H](C)Cc1ccccc1	1[20.6 µM]	/
8	C=CCNC(=O)c1c(N)n(CCN2CCOCC2)c2nc3ccccc3nc12	-2	10
9	CCCCCCn1c(O)c(C=NCCN2CCOCC2)c(=O)[nH]c1=O	/	-114*
10	COc1ccc(/C=C2/C(=O)NC(=O)N(c3ccc(C)c(C)c3)C2=O)cc1CN1C(=O)c2ccccc2C1=O	-5	-15
11	CCOP(=O)(NC(C)C)Oc1ccc(SC)c(C)c1 (stereo not drawn)	/	/
12	CN(C)CC1CSCCC1(O)c1ccc(Cl)cc1 (stereo not drawn)	9	49

entry	15-hLO-2 inh	ALOX12 inhib
1	?	?
2	-9%[11.4 µM]	-16%[11.4 µM]
3	3%	1%
4	/	?
5	-3%[11.4 µM]	0%[11.4 µM]
6	-3%	7%
7	16%[25.6 µM]	-2%[25.6 µM]
8	-7%	-8%
9	/	1%
10	/	-22%
11	-13%	-9%
12	/	3%

# New compounds follow
entry	mol	IMPase inh	PNC inhibitor
13	CCOc1cc(C=C2C(=O)NC(=O)NC2=O)ccc1OS(=O)(=O)c1ccccc1	3	72
14	C/C(=N\N1CCCCC1c1cccnc1)c1c(O)n(C2CCCCC2)c(=S)[nH]c1=O (stereo not drawn)	/	?
15	CC(C)(O)[C@H]1[C@H]2OC(=O)[C@@H]1[C@]1(O)C[C@H]3O[C@]34C(=O)O[C@H]2[C@]14C (tested in a mixture with another compound)	-1	/
16	COc1cccc(C2=NOC(C(=O)N3CCC4(CC3)OCCO4)C2)c1 (stereo not drawn)	?	-7
17	Cc1nn(Cc2ccccc2)c(C)c1C(=O)OCC(=O)Nc1ccccc1SCC#N	1	19
18	COc1ccc(/C=C2\C(=N\O)C3CCN2CC3)cc1	-8	227
19	CN1CC[C@]2(C)c3cc(O)ccc3N(C)[C@@H]12	13[20.6 µM]	/
20	OC1(c2ccc(F)cc2)CCNC1 (stereo not drawn)	-4	47
21	O=c1[nH]c(=O)n(C2CCCCC2)c(O)c1C=NCCCn1ccnc1	-6	25
22	CCOc1cccc(CNC2CN3CCC2CC3)c1 (stereo not drawn)	2	-8
23	Cc1o[nH]c(=O)c1C[C@H](N)C(=O)O	1&1&4&-7	/
24	CCC(=O)c1cn(Cc2ccc(C#N)cc2)c2ccccc12	7	27

entry	15-hLO-2 inh	ALOX12 inhib
13	-11%	-8%
14	/	1%
15	-6%	5%
16	14%	-12%
17	-2%	-6%
18	/	1%
19	2%[25.6 µM]	-5%[25.6 µM]
20	-4%	-5%
21	13%	0%
22	19%	1%
23	10%&15%&10%&6%	-4%&0%&-6%&-2%
24	-1%	-4%

# Five compounds already listed, ordered by molar mass, falling:
entry	mol	IMPase inh	PNC inhibitor
17	Cc1nn(Cc2ccccc2)c(C)c1C(=O)OCC(=O)Nc1ccccc1SCC#N	1	19
8	C=CCNC(=O)c1c(N)n(CCN2CCOCC2)c2nc3ccccc3nc12	-2	10
15	CC(C)(O)[C@H]1[C@H]2OC(=O)[C@@H]1[C@]1(O)C[C@H]3O[C@]34C(=O)O[C@H]2[C@]14C (tested in a mixture with another compound)	-1	/
1	CC(C)Nc1ccc(Nc2ccccc2)cc1	/	/
20	OC1(c2ccc(F)cc2)CCNC1 (stereo not drawn)	-4	47

entry	15-hLO-2 inh	ALOX12 inhib
17	-2%	-6%
8	-7%	-8%
15	-6%	5%
1	?	?
20	-4%	-5%

# More entries
entry	mol	IMPase inh	PNC inhibitor
25	O=c1[nH]c(=O)n(Cc2ccco2)c(O)c1C=NCCCn1ccnc1	0	22
26	COc1cc2c(C(=O)N3CCN(C)CC3)c(C)n(C)c2cc1Br	-6	17
27	CCN(CC)CCOC(=O)C(O)(c1ccccc1)c1ccccc1	/	?
28	COc1ccccc1/C=C1/C(=N/O)C2CCN1CC2	-3	24
29	C[C@H](CCC(=O)O)C[C@H](C)C[C@H](C)C(=O)/C=C(\O)[C@H](C)C[C@H](C)C/C=C/[C@@H](C)[C@@H](O)[C@@H](C)[C@@H](O)C[C@@H]1CC[C@@](C)(C2CC[C@@](C)([C@@H](C)O)O2)O1 (stereo partly drawn)	/	/
30	Cc1cc(OCc2ccc([N+](=O)[O-])cc2)c2c3c(c(=O)oc2c1)CCCC3	6	22
31	O=[N+]([O-])c1cc(Cl)c(Cl)c(Cl)c1	/	/
32	Clc1ccc(C(Cl)(Cl)Cl)cc1Cl	/	/
33	NC(Cc1ccc(N(CCCl)CCCl)cc1)C(=O)O (stereo not drawn)	/	/
34	Cc1ccccc1	/	/
35	CCOC(=O)c1cccc([P+](=O)O)c1	2	?
36	COC(=O)N(C)c1ccc(C(O)(C(=O)OC)C(F)(F)F)cc1 (stereo not drawn)	/	16

entry	15-hLO-2 inh	ALOX12 inhib
25	1%[2.29 µM]	2%
26	11%	-2%
27	0%[0.0915 µM]	-2%[0.00818 µM]
28	5%	-3%
29	10%[0.0915 µM]	1%[0.00818 µM]
30	-5%	1%
31	-17%	2%
32	7%	-3%
33	-12%	-7%
34	-3%&-2%	?
35	/	-3%
36	/	0%

# The list goes on:
entry	mol	IMPase inh	PNC inhibitor
37	O=c1[nH]c2ccccc2n1C1CCN(CCCC(c2ccc(F)cc2)c2ccc(F)cc2)CC1	?	1
38	O=C(O)[C@@H]1C[C@H]2C[C@@H](CP(=O)(O)O)CC[C@H]2CN1	-3	/
39	CSc1ccc(CNC2CN3CCC2CC3)cc1 (stereo not drawn)	-2	-106*
40	CC(O)(CS(=O)(=O)c1ccccc1)C(=O)Nc1cccc(C(F)(F)F)c1 (stereo not drawn)	-7	17
41	Cc1cccc(N2C(=O)CC(=O)NC2=O)c1	-1	?
42	CCC(C)N=Cc1c(O)n(-c2ccccc2)c(=O)[nH]c1=O (stereo not drawn)	-4	30
43	N#CCC(=O)NN1Cc2ccccc2C1=N	1	-24
44	CCCN(CCC)CCc1ccc(O)c(O)c1	?	/
45	CCCCCSc1cc(OC)c(CCN(C)C)cc1OC	6	-18
46	O=C1Nc2ccc(Cl)cc2C(c2ccccc2)=NC1O (stereo not drawn)	/	/
47	Cc1nc2ccc(Br)cc2c(=O)n1-c1ccc([N+](=O)[O-])c(C(F)(F)F)c1	0	28
48	CN1C(=O)C(Cc2nc3ccccc3c(=O)n2-c2ccccc2)c2ccccc21 (stereo not drawn)	4	93

entry	15-hLO-2 inh	ALOX12 inhib
37	30%	-3%
38	14%	2%
39	18%	9%
40	-9%	3%
41	3%	-4%
42	10%	-4%
43	/	3%
44	-13%	-2%
45	47%[activator]	4%
46	-5%[0.0915 µM]	1%[0.00818 µM]
47	-4%	2%
48	-13%	-3%

# (continued)
entry	mol	IMPase inh	PNC inhibitor
49	CCCCCCCCCCCCCC(=O)OC1C(C)[C@@]2(O)C(C=C(CO)C[C@]3(O)C(=O)C(C)=C[C@H]23)[C@@H]2C(C)(C)[C@]12OC(C)=O (stereo partly drawn)	/	/
50	O=C(O)C1=CCCN(CCOC(c2ccc(C(F)(F)F)cc2)c2ccc(C(F)(F)F)cc2)C1	-2	/
51	CCN(CC)c1ccc(C=C2C(=O)N(C)C(=S)N(C)C2=O)o1	/	33
52	Cc1ccc(S(=O)(=O)NP(=O)(Oc2ccccc2)Oc2ccccc2)cc1	1	23
53	CCCCCCCC(=O)NC(Oc1ccccc1[N+](=O)[O-])C(Cl)(Cl)Cl (stereo not drawn)	8	18
54	CN(C(=O)c1ccco1)C1(c2ccccc2Cl)CCCCC1=O (stereo not drawn)	0	1
55	O=c1c2ccccc2nc(-c2cccs2)n1-c1ccccc1	8	28
56	CCOC(=O)C(C)(CC)NC(=O)CSP(=S)(OCC)OCC (stereo not drawn)	1	-10
57	O=C1NC(=O)N(c2ccccc2)C(=O)/C1=C/c1ccc(Sc2ccccc2)o1	-6	-4
58	O=C(Nc1ccccc1)NC1CC2CCC(C1)N2 (stereo not drawn)	-3	18
59	CCc1ccc(N2C(=O)NC(=O)/C(=C/c3cccn3CCOc3ccc(C)cc3)C2=O)cc1	4	?
60	CCN(CC)c1ccccc1	/	/

entry	15-hLO-2 inh	ALOX12 inhib
49	25%	1%
50	19%	4%
51	/	-1%
52	5%	2%
53	1%	5%
54	1%	-4%
55	-8%	-2%
56	6%	7%
57	0%	3%
58	9%	3%
59	/	-11%
60	-1%	-2%

# (next part)
entry	mol	IMPase inh	PNC inhibitor
61	COc1ccc(OC)c(N2C(=O)NC(=O)C3(Cc4cc(C)ccc4N(C)C3)C2=O)c1 (stereo not drawn)	-11	12
62	Cc1ccc2c(c1)C1CN(C)CCC1N2C(=O)COc1ccc(S(=O)(=O)N2CCOCC2)cc1 (stereo not drawn)	-8	20
63	C=CCn1c(O)c(C(CC)=NCCC2=CCCCC2)c(=O)[nH]c1=O	?	-24
64	CC1CC2CC(=O)C3CCCN4CCCC2[C@]34C1 (stereo partly drawn)	/	/
65	CCN(CC)c1ccc(N=Cc2c(O)n(CCc3ccc(OC)c(OC)c3)c(=O)[nH]c2=O)cc1	1	?
66	CCN1CCN(C(=O)Cc2coc3ccc4ccccc4c23)CC1	-3	?
67	O=C(c1cc(C(=O)NCc2ccc(Cl)cc2)c(=O)n(Cc2ccc(Cl)cc2)c1)c1cc(F)ccc1O	/	-29
68	CCOc1ccc(/C=C2/C(=O)NC(=O)N(CCc3ccc(F)cc3)C2=O)cc1	/	?
69	CCN(CC)CCCN=C(C)c1c(O)n(-c2ccc(C)cc2)c(=O)[nH]c1=O	9	16
70	CC(Cc1ccccc1Sc1ccc(O)cc1)N(C)C (stereo not drawn)	23	?
71	O=C1N[C@@]2(CN3CCC2CC3)C(=O)N1CN(Cc1ccccc1)c1ccccc1	/	/
72	CC1CC[C@@]2(NC1)O[C@@H]1C[C@H]3C4CC=C5C[C@@H](O)CC[C@]5(C)C4CC[C@]3(C)[C@H]1[C@@H]2C (stereo partly drawn)	7	/

entry	15-hLO-2 inh	ALOX12 inhib
61	-30%	-10%
62	-2%	-4%
63	-10%	-6%
64	-4%	2%
65	/	-6%
66	-2%	4%
67	/	3%
68	/	-24%
69	1%	-8%
70	26%	6%
71	-10%[11.4 µM]	1%[11.4 µM]
72	-1%	2%

# (cont.)
entry	mol	IMPase inh	PNC inhibitor
73	CC1CCC[C@H](O)CCCCCc2cc(O)cc(O)c2C(=O)O1 (stereo partly drawn)	/	-11
74	C(=NC12CN3CN(CN(C3)C1)C2)c1cccs1	-21	64
75	CCC(=O)O[C@H]1CC[C@H]2[C@@H]3CCC4=CC(=O)CC[C@]4(C)[C@H]3CC[C@]12C	-4[20.6 µM]	/
76	O=c1[nH]c(=S)n(C2CC2)c(O)c1C=Nc1cccc(C(F)(F)F)c1	-5	?
77	CC12CN3CC(C)(CN(C1)C3c1ccco1)C2=O (stereo not drawn)	-2	22

entry	15-hLO-2 inh	ALOX12 inhib
73	/	-4%
74	3%	3%
75	-14%[25.6 µM]	-10%[25.6 µM]
76	/	0%
77	6%	-5%
